OPRM1-OPRD1 inv – mu-delta opioid heterodimer inverse agonism; inhibition, % at 9.3 µM; actives 0.21% (n = 340,000); P35372+P41143; cell-based MOR-DOR heterodimer luminescence; in the data active = inhibition above about 22%, passing the limit was not always enough;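 note: 0% = cells with DMSO and 100% = wells without cells with DMSO; values of inactives mirror those of a sister screen read the other way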
PKA-R1A act – activates the PKA-R1A holoenzyme complex; P00514+P68181; PKA-R1A dissociation, Cy5-IP20 fluorescence polarization; scaled: DMSO 0%, 113 µM cGMP 100%; activation, % at 11.4 µM; actives 0.083% (n = 340,000);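 active = percent activation above the mean of all tested compounds plus 3 SD, cut at about 19% in these data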;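 note: higher means more PKAc released from R1A so a rise in polarization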
MOR-DOR ag – OPRM1-OPRD1 heterodimerization agonism. cells, luminescence. activation, % at 9.3 µM. actives 0.3% (n = 340,000). AID 504326; in the data active = activation above about 18%;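 note: 0% = vehicle-treated cells and 100% = reference agonist; values of inactives mirror those of a sister screen read the other way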
PfHsp90 yeast 2 – inhibits growth of yeast expressing Plasmodium falciparum Hsp90; inhibition, % at 9.4 µM; S. cerevisiae expressing PfHsp90, BacTiter-Glo ATP, 48 h; yeast lacking PDR1 and PDR3 efflux regulators; actives 0.32% (n = 310,000); AID 504621;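 active = every replicate shows inhibition above about 80%, whatever the replicate mean, limit read from the data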;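 note: 0% = DMSO neutral controls and 100% = 20 µM radicicol positive controls; yeast relying on Plasmodium falciparum Hsp90 in place of its own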
Arrestin-AP2 inh – inhibitors of human beta-arrestin and AP2 interaction | FITC-arrestin peptide / GST-AP2 beads, flow cytometry; AP2 beta2 appendage carries R879A mutation | inhibition, % at 10 µM | actives 0.31% (n = 340,000);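 active = inhibition above a set limit, near 3 SD of compounds lacking own fluorescence, cut at about 54% in these data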;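 note: plate controls were DMSO wells for no effect and 5 µM unlabelled arrestin peptide for full effect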
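System: GST-AP2 R879A bound to glutathione beads, E. coli-expressed. Also added: 50 nM FITC-arrestin peptide. Schedule: compound with beads 12 min RT, then probe 1 h RT. Signal: bead flow cytometry, FITC channel. Read-out basis: percent response.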
DSG3 Ab inh – human desmoglein-3 autoantibody binding inhibition. DSG3-coupled beads, scFv-anti-DSG3-GFP binding, flow cytometry; hits give low values. binding (percent of control), % at 10 µM. actives 0.48% (n = 310,000);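 active = binding more than 3 SD below its plate's average and above zero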;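 note: hits lower antibody fragment binding to DSG3; some compounds called inactive have numbers as strong as hits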
Target sequence (P32926 whole entry, looked up, the tested form may be a part): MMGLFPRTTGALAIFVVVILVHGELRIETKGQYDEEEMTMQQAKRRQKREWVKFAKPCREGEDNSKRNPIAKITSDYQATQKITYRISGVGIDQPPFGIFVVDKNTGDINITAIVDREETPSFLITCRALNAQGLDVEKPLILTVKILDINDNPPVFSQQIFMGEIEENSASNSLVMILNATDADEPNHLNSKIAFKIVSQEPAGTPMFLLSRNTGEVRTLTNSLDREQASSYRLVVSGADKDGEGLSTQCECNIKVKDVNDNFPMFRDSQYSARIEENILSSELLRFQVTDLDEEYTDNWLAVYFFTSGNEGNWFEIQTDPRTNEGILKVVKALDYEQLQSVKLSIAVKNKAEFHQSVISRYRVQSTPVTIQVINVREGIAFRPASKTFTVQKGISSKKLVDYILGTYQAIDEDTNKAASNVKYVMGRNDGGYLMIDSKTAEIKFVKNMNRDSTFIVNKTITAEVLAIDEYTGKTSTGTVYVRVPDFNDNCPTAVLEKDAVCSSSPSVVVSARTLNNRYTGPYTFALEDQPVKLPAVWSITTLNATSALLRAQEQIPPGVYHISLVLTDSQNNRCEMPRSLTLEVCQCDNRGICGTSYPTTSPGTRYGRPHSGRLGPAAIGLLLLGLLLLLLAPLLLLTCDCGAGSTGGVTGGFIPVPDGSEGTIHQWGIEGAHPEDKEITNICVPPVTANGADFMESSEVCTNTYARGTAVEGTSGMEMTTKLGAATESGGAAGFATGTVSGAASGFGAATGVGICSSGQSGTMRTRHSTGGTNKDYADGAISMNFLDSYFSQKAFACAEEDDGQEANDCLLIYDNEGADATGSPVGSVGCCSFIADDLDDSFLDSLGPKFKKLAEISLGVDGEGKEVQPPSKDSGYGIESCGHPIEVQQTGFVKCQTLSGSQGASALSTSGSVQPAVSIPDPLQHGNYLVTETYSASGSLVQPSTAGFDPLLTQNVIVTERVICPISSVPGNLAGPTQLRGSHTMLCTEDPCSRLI
Ecoli viability – reduces bacterial viability in AddAB counter-screen | E. coli V3065 growth, OD600 absorbance, 18 h | inhibition, % at 11.9 µM | actives 0.27% (n = 330,000);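 active = inhibition above the campaign's mean inhibition across all tested compounds plus 3 SD, cut at about 9.9% in these data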;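 note: uninfected addAB+ strain grown without phage in ampicillin broth; 0% = DMSO wells and 100% = ciprofloxacin 0.95 µg/ml wells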
AddAB inh – less growth of phage-infected E. coli with AddAB | E. coli expressing H. pylori AddAB, absorbance growth | inhibition, % at 11.9 µM | actives 0.29% (n = 330,000) | AID 435030; in the data active = inhibition above about 12%;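 note: 0% = vehicle wells of infected cells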
phage Ecoli inh – E. coli growth loss with phage present; growth absorbance; AID 651602; actives 0.26% (n = 360,000); inhibition, % at 11.9 µM; in the data active = inhibition above about 11%
Mot1-301 SUMO – inhibitors of SUMOylation pathway: yeast Mot1-301 growth rescue; S. cerevisiae Mot1-301 growth rescue, ATP luminescence, 38.5C; percent above DMSO median, 100 means doubled; growth rescue, % at 18.8 µM; actives 1% (n = 320,000); AID 2716;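 active = every valid replicate shows activation above 250% relative to neutral control wells; inactive = the rest, any valid replicate at or below 250%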;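 note: OY570 slx delta 5 strain wells were the positive control but not used for scaling; some compounds called inactive have numbers as strong as hits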
Tat export inh – inhibitors of E. coli Tat protein transport; AID 488895; E. coli MC4100 TorA-mCherry Tat export, fluorescence; actives 0.036% (n = 340,000); inhibition, % at 10 µM;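 active = mean replicate inhibition at least 50% and at least half of replicates individually reaching 50%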;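 note: exported cargo escapes ClpAP degradation while cytoplasmic cargo is degraded and loses fluorescence; 0% = median of neutral control wells and 100% = median of NaSCN control wells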
Starred values were filed as active, the others as inactive; . = no result given.

SMILES | OPRM1-OPRD1 inv | PKA-R1A act | MOR-DOR ag | PfHsp90 yeast 2 | Arrestin-AP2 inh | DSG3 Ab inh | Ecoli viability | AddAB inh | phage Ecoli inh | Mot1-301 SUMO | Tat export inh
Cc1ccc(C(=O)NNC(=O)Cc2ccccc2)cc1 | 18 | 0 | -3.1 | . | -9 | 126 | -2.1 | -1.2 | 2.3 | 8 | 1
FC(F)(F)c1cc(-c2ccccc2)nc(NCc2cccs2)n1 | -22 | -8 | 3.6 | -5 | 13 | 99 | 0.3 | -0.5 | 2.5 | -6 | 1
COc1ccc2[nH]c3c(c2c1)CCN1C(=O)N([C@@H](C)C(=O)NCCc2ccc(F)cc2)C(=O)[C@]31C | 6 | -15 | -1.2 | 22 | 14 | 106 | 0.0 | 4.4 | 4.2 | 17 | -2
Cc1ccc([N+](=O)[O-])c(-c2n[nH]c(=S)n2-c2cccc(Cl)c2)c1 | 14 | 1 | -2.8 | -35 | -15 | . | 0.1 | 0.1 | -0.9 | 4 | 11
Cc1c(C#N)c(O)[nH]c(=O)c1N=Nc1ccc(Cl)c(C(=O)O)c1 | 14 | 6 | -3.0 | -21 | 2 | 93 | -1.0 | -1.2 | -1.8 | -3 | -6
CCOC(=O)c1cnc(SCC(=O)N2CCN(c3ccccc3)CC2)nc1N | 15 | -8 | -3.7 | -3 | 8 | 110 | -0.4 | 3.5 | 4.5 | -3 | -2
CC(=O)C1=C(C)NC(SCC(=O)c2ccc(Cl)cc2)=C(C#N)C1c1ccco1 (stereo unspecified) | 2 | 0 | -0.3 | -7 | 8 | 96 | -1.1 | 1.6 | 0.8 | 1 | -1
COc1ccccc1CC(=O)NC1CC(C)(C)NC(C)(C)C1 | -7 | -5 | 1.4 | 7 | 4 | 108 | 1.0 | -0.2 | 0.8 | 13 | 1
Cc1cc2ccccc2n1CCNC(=O)c1ccccc1 | 20 | 2 | -4.0 | . | 26 | . | -1.0 | 4.8 | -0.2 | -7 | -4
COc1ccc(-c2c(-c3cc(OC)cc(OC)c3)n(C)c3ccc(-c4ccc5cc[nH]c5c4)cc23)cc1 | 2 | 9 | -0.4 | -11 | 7 | 97 | -0.7 | -1.1 | 3.6 | -12 | -3
CC(=O)Nc1ccc(-c2csc(NC(=O)C3CSC4(C)CCC(=O)N34)n2)cc1 (stereo unspecified) | 4 | 0 | -0.8 | . | 14 | 98 | -0.8 | -0.5 | 2.9 | 302 | 1
C=CCOc1ccccc1CNc1ccc2c(c1)OCCO2 | 0 | -3 | -0.1 | 1 | 9 | 112 | 0.3 | 4.0 | . | 7 | -1
CCCN1C(=O)COc2ccc(C(=O)c3ccccc3C(=O)O)cc21 | 16 | -16 | -3.1 | 7 | 44 | 104 | -3.6 | -0.7 | 4.7 | 4 | -2
Cc1ccc(-c2cc(C(F)F)n3ncc(C(=O)Nc4c(C)nn(Cc5c(Cl)cccc5Cl)c4C)c3n2)cc1 | -5 | 16 | 0.8 | -6 | -1 | 95 | 0.4 | 2.1 | 1.6 | -8 | -5
CCc1ccccc1NC(=O)c1nnn(CC(=O)Nc2ccccc2C)c1N | 7 | -12 | -1.2 | 3 | 1 | 99 | -0.5 | 5.0 | -0.2 | 0 | -1
Cc1c(NC(=O)COC(=O)/C=C/c2cccc(Cl)c2)c(=O)n(-c2ccccc2)n1C | 7 | -2 | -1.6 | 42 | -9 | 110 | -1.6 | -0.8 | -0.5 | -8 | -4
COc1ccc(/C=C\c2onc(C)c2S(=O)(=O)N2CCC(C(=O)NCCC(C)C)CC2)cc1 | 0 | 0 | -0.1 | 8 | 0 | 105 | -3.7 | 0.7 | 1.1 | 6 | 0
Cc1nn(C(=O)CN2C(=O)c3ccccc3C2=O)c(C)c1Br | 6 | -5 | -1.0 | 2 | -2 | 96 | -0.3 | 5.2 | 0.3 | 12 | -4
CC(=O)Nc1ccc(S(=O)(=O)NC(C)CCc2ccccc2)cc1 (stereo unspecified) | 10 | 5 | -2.1 | 9 | 2 | 123 | -1.0 | 0.9 | 2.4 | -4 | -6
N#Cc1ccsc1NC(=O)COC(=O)CCCSc1nc2ccccc2s1 | 9 | -8 | -1.6 | 10 | -4 | 94 | -2.5 | -2.4 | 1.3 | -1 | 7
O=S(=O)(Nc1ccccc1)c1cccc2nsnc12 | -1 | 1 | 0.2 | 11 | 5 | 105 | 0.3 | 2.0 | 1.3 | 58 | 2
CC(=O)Nc1nonc1-c1nc2ccccc2n1N(C(C)=O)C(C)=O | 9 | -4 | -1.7 | . | 1 | . | -0.8 | -1.2 | 1.1 | -6 | -13
CCNC(=S)N1N=C2c3ccccc3CCC2C1c1ccc(F)cc1 (stereo unspecified) | . | . | . | . | -5 | 105 | -1.3 | 0.1 | 0.5 | 10 | .
CC(OC(=O)c1cc(Cl)ccc1[N+](=O)[O-])C(=O)NC(C)c1ccc(F)cc1 (stereo unspecified) | -1 | 3 | 0.2 | 10 | 20 | . | 0.9 | 3.3 | 3.7 | 16 | 5
COc1cc([N+](=O)[O-])ccc1NC(=O)CN1CCOCC1 | -2 | -5 | 0.3 | -24 | 31 | 98 | 0.9 | 1.8 | 2.6 | -7 | -3
CC(C)(C)C(=O)NC(=S)NNC(=O)c1ccncc1 | 32 | -3 | -6.8 | -28 | -5 | 92 | -2.5 | -3.2 | -4.7 | 11 | 2
COC(C(=O)Nc1ccnn1C1CCN(Cc2ccc(Cl)s2)CC1)c1ccccc1 (stereo unspecified) | -2 | -3 | 0.4 | -8 | 9 | 113 | -0.1 | 1.7 | 0.6 | 10 | -3
Cc1ccc(OCC(O)CN2CCN(c3ccccc3)CC2)cc1 (stereo unspecified) | -4 | -4 | 0.6 | 21 | 1 | 100 | 2.1 | 2.5 | 3.0 | 3 | -1
O/N=C/c1cccnc1Sc1ccccc1 | 7 | -3 | -1.3 | -18 | 45 | 110 | -1.7 | 1.9 | 1.0 | -5 | -4
CCOc1ccc(CN(C(=O)c2ccco2)C2CCS(=O)(=O)C2)cc1 (stereo unspecified) | 9 | -7 | -1.7 | 3 | 9 | 104 | 0.3 | 1.5 | 1.7 | -8 | 0

Six of the entries above in order of the PKA-R1A act value, highest first.
Compound	PKA-R1A act
Cc1c(NC(=O)COC(=O)/C=C/c2cccc(Cl)c2)c(=O)n(-c2ccccc2)n1C	-2
COC(C(=O)Nc1ccnn1C1CCN(Cc2ccc(Cl)s2)CC1)c1ccccc1 (stereo unspecified)	-3
Cc1ccc(OCC(O)CN2CCN(c3ccccc3)CC2)cc1 (stereo unspecified)	-4
COc1cc([N+](=O)[O-])ccc1NC(=O)CN1CCOCC1	-5
CCOc1ccc(CN(C(=O)c2ccco2)C2CCS(=O)(=O)C2)cc1 (stereo unspecified)	-7
N#Cc1ccsc1NC(=O)COC(=O)CCCSc1nc2ccccc2s1	-8

Next section:
SMILES | OPRM1-OPRD1 inv | PKA-R1A act | MOR-DOR ag | PfHsp90 yeast 2 | Arrestin-AP2 inh | DSG3 Ab inh | Ecoli viability | AddAB inh | phage Ecoli inh | Mot1-301 SUMO | Tat export inh
O=C(Nc1ccc(Cl)cc1)P(=O)(O)c1ccccc1 | 15 | 9 | -2.9 | 21 | 12 | 127 | . | . | 1.6 | . | -13
CCOC(=O)N1CCN(C(=O)COc2cc(=O)n(C)c3ccccc23)CC1 | 17 | 6 | -3.8 | . | 28 | 107 | 1.6 | 3.7 | 1.1 | 7 | -6
CC(=O)Nc1ccc(C(=O)NNC(=O)C2CC2)cc1 | 2 | -18 | -0.3 | -6 | 4 | 88 | . | . | 2.0 | 2 | 6
CN(C)S(=O)(=O)c1ccc(Cl)c(C(=O)NCCNC(=O)c2cc(S(=O)(=O)N(C)C)ccc2Cl)c1 | 8 | -5 | -1.4 | -10 | 8 | 97 | 0.2 | -2.2 | -1.2 | -6 | 6
CCOC(=O)c1cnc(-c2ccccc2)nc1Oc1ccc(C)cc1 | -1 | 4 | 0.2 | -17 | 2 | 112 | -0.4 | 4.0 | 2.4 | -14 | 2
COc1cccc(Nc2nc(N)nc(-c3oc4ccccc4c3C)n2)c1 | -17 | 6 | 3.3 | 14 | -8 | 100 | -1.9 | -3.2 | 2.5 | -2 | 6
CC(C)(C)c1ccc(NC(=O)COC(=O)c2ccc([N+](=O)[O-])s2)cc1 | -41 | 5 | 9.1 | 109* | 10 | 102 | 3.8 | 3.4 | 1.8 | 133 | -34
Cc1sc2ncn(-c3ccccc3)c(=O)c2c1C | 8 | -5 | -1.5 | 14 | 7 | 102 | -0.6 | 1.4 | 1.0 | 20 | -3
COc1ccccc1CN1CC(C(=O)NCCc2cn[nH]c2)CCC1=O (stereo unspecified) | 8 | -11 | -1.6 | 9 | 4 | 104 | 0.9 | 0.4 | -0.5 | 8 | -6
Cc1ccc(S(=O)(=O)NNC(=O)c2cccs2)c(C)c1 | -1 | 3 | 0.3 | -12 | 4 | 99 | 0.2 | -0.3 | 2.8 | 27 | -6
O=C1CC(c2cccc(Cl)c2)CC(O)=C1C=NC1CCCC1 (stereo unspecified) | 5 | -7 | -0.9 | 1 | -6 | 115 | -0.6 | -1.3 | 4.6 | 48 | 7
CCc1nnc(NS(=O)(=O)c2ccc(NC(=O)COc3ccc4ccccc4c3)cc2)s1 | 12 | 2 | -2.5 | -23 | -5 | 99 | 2.8 | 4.5 | 5.2 | 5 | 6
COc1ccc2[nH]c(=O)c(CN(C(=O)c3ccncc3)C(C)C)cc2c1 | 14 | -5 | -2.9 | 5 | 0 | 111 | -0.2 | 0.0 | 2.1 | . | 1
Cc1[nH]c2ccccc2c1N=Nc1ccccc1F | 0 | -19 | -0.1 | 1 | -9 | 95 | -1.0 | -1.4 | 3.9 | 30 | 17
COc1ccc(-c2nn(CCC(=O)O)cc2/C=C/C(=O)O)cc1[N+](=O)[O-] | 7 | 0 | -1.4 | 15 | 26 | 85 | 0.0 | 2.0 | 3.5 | -5 | 1
CCCCc1c(C)c2ccc(OC)c(/C(C)=N\O)c2oc1=O | 6 | -6 | -1.3 | 5 | -1 | 108 | 1.4 | 2.5 | 1.9 | 3 | 2
Cc1cnc(C(=O)OCc2nc3ccsc3c(=O)[nH]2)cn1 | 25 | -1 | -6.8 | 0 | -3 | 102 | 0.3 | -1.3 | 0.8 | 1 | 1

Quoted at random: 2 compounds from above.
SMILES | OPRM1-OPRD1 inv | PKA-R1A act | MOR-DOR ag | PfHsp90 yeast 2 | Arrestin-AP2 inh | DSG3 Ab inh | Ecoli viability | AddAB inh | phage Ecoli inh | Mot1-301 SUMO | Tat export inh
Cc1ccc([N+](=O)[O-])c(-c2n[nH]c(=S)n2-c2cccc(Cl)c2)c1 | 14 | 1 | -2.8 | -35 | -15 | . | 0.1 | 0.1 | -0.9 | 4 | 11
Cc1nn(C(=O)CN2C(=O)c3ccccc3C2=O)c(C)c1Br | 6 | -5 | -1.0 | 2 | -2 | 96 | -0.3 | 5.2 | 0.3 | 12 | -4

High-throughput results from PubChem.
